# Screening data (PubChem BioAssay)
# D2 antag = antagonizes the human D2 dopamine receptor; P14416; HEK293 TREx D2 cells, calcium flux, dopamine EC80; inhibition, % at 10 µM; 340,000 tested, 2% active; in the data active = inhibition above about 30%; also: 0% is about no effect
#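 Antagonism is scored as inhibition of an EC80 dopamine-evoked calcium signal in a force-coupled, tetracycline-inducible HEK293 T-REx D2 line, with compound present 180 s before agonist.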
# USP1 inh = inhibitors of human USP1/UAF1 deubiquitinase; AID 743255; recombinant USP1/UAF1, Ub-Rhodamine cleavage fluorescence; 390,000 tested, 0.23% active; Potency, µM (series often up to 57.1 µM), without a hit: at the highest dose activity change, negative = inhibition, most hits filed as inhibitors; also: potency is read from the fitted curve at half-maximal effect; % is scaled to controls: 0 for no effect and ±100 for the full control effect; nearly all actives have a fitted effect of over 60% in size; inactives centre near -12
#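 1 nM enzyme complex + cpd, 15 min RT; start with Ub-Rho 150nM final; kinetic fluorescence ex 480/em 540, 6 reads q60 s. Buffer 50mM HEPES pH 7.8, 0.5mM EDTA, 0.1 mg/ml BSA, 1mM TCEP, 0.01% Tween-20.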
# D2 agonist = agonists of human D2 dopamine receptor; activation, % at 2 µM; AID 485358; 340,000 tested, 0.53% active; P14416; HEK293 T-REx D2 cells, calcium flux agonist mode;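 active = activation over 3 SD above normal in the single-dose calcium agonist read, cut at about 30% in these data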; also: 0% is about no effect
#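 Tetracycline-induced HEK293 T-REx cells with force-coupled D2 receptor, plated overnight at 30 C, loaded with no-wash calcium dye. After a 10 s baseline, compound was pin-added and calcium flux read kinetically for 180 s; calcium rises flagged agonists.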
# mIDH1 inhibitor = human IDH1 R132H inhibition. IDH1-R132H enzyme, NADPH consumption, diaphorase/resazurin fluorescence. Potency, µM (titrated, usually from 76.6 µM), without a hit: top-dose activity change, negative = inhibition, usual class: inhibitors. 390,000 tested, 0.093% active; also: potency is read from the fitted curve at half-maximal effect; % is scaled to controls: 0 for no effect and ±100 for the full control effect; nearly all actives have a fitted effect of over 65% in size
#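 IDH1-R132H (0.5 ug/mL dispensed) in pH 7.5 Tris buffer was preincubated 30 min with compound, then given a substrate mix of 0.016 mM NADPH and 2 mM alpha-KG for 80 min at room temperature; remaining NADPH was read by diaphorase/resazurin fluorescence.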
# TrxR1 substrate = rat thioredoxin reductase 1 substrate activity. O89049. 390,000 tested, 0.01% active. Potency, µM (titrated, usually from 114 µM), without a hit: at the highest dose activity change, negative = substrate turnover. purified TrxR1 substrate turnover, NADPH consumption readout; also: potency is read from the fitted curve at half-maximal effect; % is scaled to controls: 0 for no effect and ±100 for the full control effect; nearly all actives have a fitted effect of over 50% in size
#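 Rat TrxR1, dispensed at 90 nM, was prereduced with 400 uM NADPH (final) for 5 min at ~22 deg C, then incubated with compound 15 min before 400 uM selenite. A first-read NADPH fluorescence drop versus no-compound background flagged substrates.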
# rTrxR1 inhibitor = inhibitors of rat thioredoxin reductase 1. recombinant rTrxR1, NADPH fluorescence consumption, selenite substrate. Potency, µM (series often up to 114 µM), for the others: at the top dose activity change, negative = inhibition, usual class: inhibitors. 390,000 tested, 1% active. AID 588453; also: potency is read from the fitted curve at half-maximal effect; % is scaled to controls: 0 for no effect and ±100 for the full control effect; nearly all actives have a fitted effect of over 65% in size
#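 Rat TrxR1 (90 nM in the dispensed reagent) was pre-reduced with 400 uM NADPH for 5 min at room temperature, then incubated with compound for 15 min. After 400 uM selenite was added, NADPH fluorescence (Ex 340/Em 450 nm) was followed for 8 min.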
# TRHR agonist = activates the human TRH receptor | P34981 | TRHR cells, calcium flux fluo-8, FDSS agonist mode | activation, % at 2 µM | 360,000 tested, 0.18% active | AID 493084; in the data active = activation above about 30%; also: 0% is about no effect
# Target sequence (P34981 whole entry, looked up): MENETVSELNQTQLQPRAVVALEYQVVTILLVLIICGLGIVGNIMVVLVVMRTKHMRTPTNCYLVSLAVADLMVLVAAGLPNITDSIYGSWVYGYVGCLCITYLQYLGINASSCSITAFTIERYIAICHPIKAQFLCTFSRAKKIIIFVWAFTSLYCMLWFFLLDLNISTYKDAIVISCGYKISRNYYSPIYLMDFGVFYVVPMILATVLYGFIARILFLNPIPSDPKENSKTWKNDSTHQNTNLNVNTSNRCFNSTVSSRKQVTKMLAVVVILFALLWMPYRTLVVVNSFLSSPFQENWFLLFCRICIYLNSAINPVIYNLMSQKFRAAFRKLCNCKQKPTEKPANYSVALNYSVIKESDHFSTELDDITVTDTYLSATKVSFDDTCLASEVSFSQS
#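 Steps: seed TRHR cells overnight; add fluo-8 no-wash Ca dye, RT 30 min–1.5 h; record 10 s baseline; pin-transfer compounds; monitor fluorescence 1 cycle/s for the agonist window. Calcium increases flag candidate agonists.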
# TRHR enhancer = allosteric enhancers of human TRH receptor | P34981 | 360,000 tested, 0.66% active | AID 493056 | enhancement, % at 2 µM | TRHR cells, fluo-8 calcium fluorescence, EC20 TRH enhancement; in the data active = enhancement above about 30%; also: 0% is about no effect
#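 Enhancer read-out: after compound pinning and an initial kinetic agonist-mode read, an EC20 of TRH (10 nM final) was injected and fluo-8 calcium signal (Ex 480/Em 530) followed at 1 s/cycle for 100 cycles in TRHR-expressing cells.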
# PI4K2A inh = PI4K2A (human) kinase inhibition; Q9BTU6; purified PI4K2A, ADP-Glo luminescence, 1 h; stronger effect = lower value; activity change, negative = inhibition, % at 76.9 µM; 420,000 tested, 0.13% active; AID 1346378; in the data active = activity change below about -50%; inconclusive = mostly about -30% to -49%;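 also: -100% = wells without enzyme as full effect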
# Target sequence (Q9BTU6 whole entry, looked up): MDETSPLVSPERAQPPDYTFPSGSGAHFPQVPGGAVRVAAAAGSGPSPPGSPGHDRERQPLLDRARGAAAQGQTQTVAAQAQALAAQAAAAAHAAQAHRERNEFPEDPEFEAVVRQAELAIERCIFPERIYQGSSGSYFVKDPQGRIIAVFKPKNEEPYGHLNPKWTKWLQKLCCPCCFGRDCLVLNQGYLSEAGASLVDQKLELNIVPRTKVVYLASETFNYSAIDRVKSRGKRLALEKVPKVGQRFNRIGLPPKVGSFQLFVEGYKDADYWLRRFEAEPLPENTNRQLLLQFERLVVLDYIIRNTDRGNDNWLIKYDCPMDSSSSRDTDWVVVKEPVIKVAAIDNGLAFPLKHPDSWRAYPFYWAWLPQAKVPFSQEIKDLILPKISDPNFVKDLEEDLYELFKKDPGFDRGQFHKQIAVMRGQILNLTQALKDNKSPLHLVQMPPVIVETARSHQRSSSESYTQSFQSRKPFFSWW
#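 ADP-Glo luminescence measured ADP generated by PI4K2A enzyme (4 ug/mL before mixing) with 1.2 mM PI substrate (pre-mix) and 300 microM ATP (pre-mix). Tris pH7.5 buffer with MgCl2, Triton X-100; 1 h reaction at ambient temperature.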
# The depositor's hits bear a star; ? = inconclusive; . = no result given; [ ] = another dose, or the depositor's remark. Unless noted, calls follow the shape of the dose curve; as a rule, active = well fitted inhibition curve with a large enough effect; inconclusive = small, poorly fitted or top-dose-only effect; inactive = no such curve, though single readings can be large or run the other way.
item	molecule	TRHR agonist	D2 agonist	D2 antag	rTrxR1 inhibitor	TrxR1 substrate
1	Cc1cccc(C(=O)n2c(=S)nc3ccccn32)c1	0.2	0.4	-11	-13%[57.1 µM]	-10%
2	CCC(=O)Nc1ccc2c(c1)nc(CCNC(=O)c1ccco1)n2C	0.7	-0.7	-2	12%	-1%
3	O=C1CN(C(=O)COC(=O)CCC(=O)c2ccc3c(c2)OCCO3)c2ccccc2N1	0.0	0.5	13	-10%	12%[57.1 µM]
4	COc1ccc2c(c1)OCC(O)(c1ccccc1)C2=O (configuration not stated)	.	.	.	21%[2.29 µM]	8%[2.29 µM]
5	Cc1cc(C)n(C(=O)c2cc3ccccc3c(=O)o2)n1	0.2	0.2	0	-6%	-4%
6	COc1ccc(CNC(=O)c2cc(S(=O)(=O)N3CCOCC3)cn2C)cc1	0.2	-0.5	2	-8%[57.1 µM]	-6%[57.1 µM]
7	O=C(COC(=O)c1cccc(S(=O)(=O)N2CCOCC2)c1)c1ccccc1	-0.6	-0.3	-12	25%[57.1 µM]	-12%[57.1 µM]
8	N#CCCn1cnc2c(=S)nc[nH]c21	0.2	0.6	-1	-7%	-1%
9	O=C(CNS(=O)(=O)c1ccccc1)OCC(=O)c1ccc(Br)cc1	-1.0	-0.9	3	20%	1%
10	Cc1cc(C)cc(NC(=O)CCc2nnc3n(C)c(=O)c4sccc4n23)c1	0.0	1.5	.	19%	12%[2.29 µM]

item	USP1 inh	PI4K2A inh	TRHR enhancer	mIDH1 inhibitor
1	-9%	-10	8	3%
2	2%	8	0	0%
3	-1%	0	-7	-4%
4	-21%	-1	.	1%
5	-14%	1	-4	5%
6	7%	-4	-2	-1%
7	-14%	4	17	7%
8	-9%	-3	8	2%
9	-12%	1	-1	-1%
10	-10%	0	-2	0%

# Following part
item	molecule	TRHR agonist	D2 agonist	D2 antag	rTrxR1 inhibitor	TrxR1 substrate
11	CCSc1ncc(Cl)c(C(=O)Nc2ccc(S(N)(=O)=O)cc2)n1	-0.5	-0.9	2	-4%	-5%
12	CC(C)N(Cc1ccccc1)C(=S)Nc1cccnc1	0.9	0.6	0	19%[57.1 µM]	9%[57.1 µM]
13	O=C(Cc1cccs1)NCCc1ccc(F)cc1	-0.3	2.3	13	20%[57.1 µM]	6%[2.29 µM]
14	COc1ccc(CNC(=O)COC(=O)c2ccc3c(c2)OCCO3)cc1	0.1	0.2	7	11%	-6%
15	COCC1CCN(Cc2cn(Cc3ccccc3)nc2-c2cc3ccccc3o2)CC1	-2.4	-3.6	-45	-4%	-6%
16	Nc1nnc(SCC(=O)Nc2cccnc2Cl)s1	-1.9	-1.0	6	-4%	-4%
17	COc1ccc(Nc2nnc(C)c(=O)[nH]2)c(OC)c1	0.1	-0.3	0	11%	5%
18	CN1C(=O)CSc2ccc(NC(=O)Nc3ccccn3)cc21	-0.2	-0.1	15	8%	5%
19	CC1(C)C=Cc2c(ccc3c2OC[C@H](c2ccc(O)cc2O)C3)O1	-0.1	-0.1	4	24%	-10%
20	CCCc1ccc2oc(C(=O)N3CCC(C(N)=O)(N4CCCCC4)CC3)c(C)c2c1	-0.1	.	.	8%	-5%

item	USP1 inh	PI4K2A inh	TRHR enhancer	mIDH1 inhibitor
11	-14%	-6	5	-12%
12	-14%	1	-2	5%
13	-6%	-3	-2	5%
14	-21%	0	-2	0%
15	-8%	-7	4	-11%
16	-6%	0	3	0%
17	-10%	1	4	0%
18	-4%	3	-7	1%
19	-13%	2	-2	0%
20	-27%	0	2	-6%

# More records.
item	molecule	TRHR agonist	D2 agonist	D2 antag	rTrxR1 inhibitor	TrxR1 substrate
21	O=C(/C=C/c1ccccc1)C1=C(O)C(=O)N(CCO)C1c1ccccc1[N+](=O)[O-] (configuration not stated)	0.3	0.1	4	?	-21%
22	CCCOC(=O)c1cc2ccccc2oc1=O	-0.6	-2.0	16	24%	23%
23	CCN(c1ccccc1)S(=O)(=O)c1ccc(C(=O)NCC2(N(C)C)CCCCC2)cc1	0.7	0.0	-31	6%	1%
24	CCOc1ccccc1N(CC(=O)Nc1cc(OC)ccc1OC)S(C)(=O)=O	-0.5	0.0	0	-6%	-5%
25	O=C(Cn1c(-c2cscn2)nc2ccccc21)Nc1ccc2ccccc2c1	-0.7	0.0	-14	12%	13%[57.1 µM]
26	CCOc1ccc2nc(NC(=O)C(CC)Sc3nc(C)cc(=O)[nH]3)sc2c1 (configuration not stated)	-0.8	-2.8	-12	1%[57.1 µM]	3%[57.1 µM]
27	COc1ccc(C2C(C(=O)Nc3cccnc3)=C(C)Nc3nc(-c4ccc(OC)c(OC)c4)nn32)cc1 (configuration not stated)	-0.1	0.0	.	23%	11%
28	c1ccc2[nH]c(SCCN3CCOCC3)nc2c1	-0.2	-0.3	-11	1%	5%
29	CCOC(=O)/C=c1\s/c(=C(\C#N)C(=O)OCC)n(-c2ccccc2)c1=O	0.5	1.4	-19	-1%	2%
30	O[C@@H]1Cc2ccccc2O[C@H]1c1ccccc1	.	.	.	13%	-2%

item	USP1 inh	PI4K2A inh	TRHR enhancer	mIDH1 inhibitor
21	-10%	1	-1	1%
22	-4%	-2	17	-5%
23	-6%	5	0	-2%
24	-9%	0	-3	5%
25	-13%	5	-4	0%
26	4%	5	0	3%
27	4%	0	-1	0%
28	-8%	2	-1	0%
29	-7%	1	0	1%
30	-23%	-2	.	9%

# More results follow.
item	molecule	TRHR agonist	D2 agonist	D2 antag	rTrxR1 inhibitor	TrxR1 substrate
31	CSC1=NS(=O)(=O)c2c(C)nn(C)c2S1	0.0	-0.8	-12	?	-1%
32	CCC1Nc2ncnc(N3CCOCC3)c2N(Cc2ccc(Cl)cc2)C1=O (configuration not stated)	.	.	.	-2%[57.1 µM]	4%[57.1 µM]
33	COCCN(C(=O)CSc1nc2ccccc2c(=O)n1CC(C)C)c1c(N)n(Cc2ccccc2)c(=O)[nH]c1=O	-1.7	-1.3	1	22%[57.1 µM]	7%
34	COC(=O)CSc1nnc(Cc2ccccc2)n1-c1ccc(C)cc1	-0.3	0.2	-13	-19%	8%
35	Clc1ccc(-c2nnc3sc(Cc4cccs4)nn23)c(Cl)c1	0.0	-1.3	-3	-6%	-2%
36	Cn1c(=NC(=O)CS(=O)(=O)c2ccc(F)cc2)sc2ccccc21	-0.1	-0.2	0	19%[11.4 µM]	8%[57.1 µM]
37	C[n+]1ccccc1/C=C/c1ccc(C#N)cc1	0.0	1.2	-1	-31%	-4%
38	O=C(CN1CCOCC1)Nc1ccc(-c2nc3ccccc3[nH]2)cc1	-0.3	-0.2	-17	0%	5%
39	O=C(NCC(=O)N(Cc1ccccc1)C(C(=O)NCC1CCCO1)c1ccccc1)c1ccco1 (configuration not stated)	-0.4	0.6	-16	29%[57.1 µM]	6%[57.1 µM]
40	O=C(O)c1ccc(/C=N/NC(=O)c2cc(-c3cccs3)nc3ccccc23)cc1	0.1	2.8	-8	?	67%[activator]
41	CS(=O)(=O)N1CCN(c2ccccc2NC(=O)c2ccc([N+](=O)[O-])o2)CC1	0.4	0.0	-20	-2%[57.1 µM]	-5%[57.1 µM]

item	USP1 inh	PI4K2A inh	TRHR enhancer	mIDH1 inhibitor
31	-26%	0	2	5%
32	-28%	-1	.	-7%
33	-19%	0	17	2%
34	-17%	3	-3	0%
35	-21%	-3	13	6%
36	-6%	1	-2	1%
37	-19%	-1	-3	-4%
38	-1%	2	0	6%
39	-29%	-2	-2	19%
40	-9%	0	-4	6%
41	-12%	-4	-5	14%

# For convenience, some entries already given:
item	molecule	TRHR agonist	D2 agonist	D2 antag	rTrxR1 inhibitor	TrxR1 substrate
1	Cc1cccc(C(=O)n2c(=S)nc3ccccn32)c1	0.2	0.4	-11	-13%[57.1 µM]	-10%
2	CCC(=O)Nc1ccc2c(c1)nc(CCNC(=O)c1ccco1)n2C	0.7	-0.7	-2	12%	-1%
3	O=C1CN(C(=O)COC(=O)CCC(=O)c2ccc3c(c2)OCCO3)c2ccccc2N1	0.0	0.5	13	-10%	12%[57.1 µM]
4	COc1ccc2c(c1)OCC(O)(c1ccccc1)C2=O (configuration not stated)	.	.	.	21%[2.29 µM]	8%[2.29 µM]
5	Cc1cc(C)n(C(=O)c2cc3ccccc3c(=O)o2)n1	0.2	0.2	0	-6%	-4%
6	COc1ccc(CNC(=O)c2cc(S(=O)(=O)N3CCOCC3)cn2C)cc1	0.2	-0.5	2	-8%[57.1 µM]	-6%[57.1 µM]
7	O=C(COC(=O)c1cccc(S(=O)(=O)N2CCOCC2)c1)c1ccccc1	-0.6	-0.3	-12	25%[57.1 µM]	-12%[57.1 µM]
8	N#CCCn1cnc2c(=S)nc[nH]c21	0.2	0.6	-1	-7%	-1%
9	O=C(CNS(=O)(=O)c1ccccc1)OCC(=O)c1ccc(Br)cc1	-1.0	-0.9	3	20%	1%
10	Cc1cc(C)cc(NC(=O)CCc2nnc3n(C)c(=O)c4sccc4n23)c1	0.0	1.5	.	19%	12%[2.29 µM]
11	CCSc1ncc(Cl)c(C(=O)Nc2ccc(S(N)(=O)=O)cc2)n1	-0.5	-0.9	2	-4%	-5%

item	USP1 inh	PI4K2A inh	TRHR enhancer	mIDH1 inhibitor
1	-9%	-10	8	3%
2	2%	8	0	0%
3	-1%	0	-7	-4%
4	-21%	-1	.	1%
5	-14%	1	-4	5%
6	7%	-4	-2	-1%
7	-14%	4	17	7%
8	-9%	-3	8	2%
9	-12%	1	-1	-1%
10	-10%	0	-2	0%
11	-14%	-6	5	-12%
